AddAB inh: less growth of phage-infected E. coli with AddAB; inhibition, % at 11.9 µM; AID 435030; E. coli expressing H. pylori AddAB, absorbance growth; 0.29% of 330,000 active; in the data active = inhibition above about 12%;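 also: 0% = vehicle wells of infected cells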
PKA-R1A activ: PKA-R1A complex activation; P00514+P68181; PKA-R1A dissociation, Cy5-IP20 fluorescence polarization; scaled: DMSO 0%, 113 µM cGMP 100%; activation, % at 11.4 µM; 0.083% of 340,000 active; AID 504707;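 active = percent activation above the mean of all tested compounds plus 3 SD, cut at about 19% in these data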;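 also: higher means more PKAc released from R1A so a rise in polarization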
Arrestin-AP2 inh: human beta-arrestin and AP2 interaction inhibition | FITC-arrestin peptide / GST-AP2 beads, flow cytometry; AP2 beta2 appendage carries R879A mutation | 0.31% of 340,000 active | inhibition, % at 10 µM | AID 504490;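 active = inhibition above a set limit, near 3 SD of compounds lacking own fluorescence, cut at about 54% in these data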;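 also: plate controls were DMSO wells for no effect and 5 µM unlabelled arrestin peptide for full effect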
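test system = AP2 appendage R879A on GSH beads | buffer or medium = PBS plus Tween 20 (0.05%) and BSA (0.1%) | incubation = 12 min plus 1 h, RT | detection = bead flow cytometry, FITC channel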
Tat transport: E. coli Tat transport inhibition. E. coli MC4100 TorA-mCherry Tat export, fluorescence. inhibition, % at 10 µM. 0.036% of 340,000 active;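 active = mean replicate inhibition at least 50% and at least half of replicates individually reaching 50%; inconclusive = only one of the two criteria met; inactive = neither criterion met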;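 also: exported cargo escapes ClpAP degradation while cytoplasmic cargo is degraded and loses fluorescence; 0% = median of neutral control wells and 100% = median of NaSCN control wells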
Mot1-301 SUMO: inhibitors of SUMOylation pathway: yeast Mot1-301 growth rescue. S. cerevisiae Mot1-301 growth rescue, ATP luminescence, 38.5C; percent above DMSO median, 100 means doubled. 1% of 320,000 active. growth rescue, % at 18.8 µM. AID 2716;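 active = every valid replicate shows activation above 250% relative to neutral control wells; inactive = the rest, any valid replicate at or below 250%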;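 also: OY570 slx delta 5 strain wells were the positive control but not used for scaling; some compounds called inactive have numbers as strong as hits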
OPRM1-OPRD1 inv: inverse agonist of human OPRM1-OPRD1 heterodimerization | cell-based MOR-DOR heterodimer luminescence, inverse agonism | P35372+P41143 | 0.21% of 340,000 active | inhibition, % at 9.3 µM | AID 504357; in the data active = inhibition above about 22%, passing the limit was not always enough;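 also: 0% = cells with DMSO and 100% = wells without cells with DMSO; values of inactives mirror those of a sister screen read the other way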
Target sequence (P35372 whole entry, looked up): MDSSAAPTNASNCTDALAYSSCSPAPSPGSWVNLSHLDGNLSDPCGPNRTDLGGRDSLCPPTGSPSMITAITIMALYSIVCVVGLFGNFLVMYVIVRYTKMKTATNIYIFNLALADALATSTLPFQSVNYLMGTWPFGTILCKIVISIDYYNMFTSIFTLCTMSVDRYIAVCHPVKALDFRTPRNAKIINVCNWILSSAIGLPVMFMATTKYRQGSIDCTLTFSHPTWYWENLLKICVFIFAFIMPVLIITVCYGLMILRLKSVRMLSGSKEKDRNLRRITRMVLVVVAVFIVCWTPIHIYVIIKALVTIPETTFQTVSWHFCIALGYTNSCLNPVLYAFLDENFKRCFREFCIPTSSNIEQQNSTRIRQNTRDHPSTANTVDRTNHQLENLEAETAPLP
Target sequence (P41143 whole entry, looked up): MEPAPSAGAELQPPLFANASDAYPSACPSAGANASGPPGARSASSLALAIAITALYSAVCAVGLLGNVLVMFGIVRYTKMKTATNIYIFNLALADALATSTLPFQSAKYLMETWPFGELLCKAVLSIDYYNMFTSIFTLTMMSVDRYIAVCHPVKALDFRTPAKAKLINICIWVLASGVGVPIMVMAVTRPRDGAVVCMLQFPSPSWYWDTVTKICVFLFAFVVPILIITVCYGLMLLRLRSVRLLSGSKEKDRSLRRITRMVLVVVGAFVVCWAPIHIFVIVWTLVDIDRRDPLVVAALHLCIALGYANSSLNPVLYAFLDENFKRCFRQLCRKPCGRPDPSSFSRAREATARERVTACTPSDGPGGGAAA
PfHsp90 set2: inhibits growth of yeast expressing Plasmodium falciparum Hsp90. AID 504621. S. cerevisiae expressing PfHsp90, BacTiter-Glo ATP, 48 h; yeast lacking PDR1 and PDR3 efflux regulators. inhibition, % at 9.4 µM. 0.32% of 310,000 active;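 active = every replicate shows inhibition above about 80%, whatever the replicate mean, limit read from the data; inconclusive = mean inhibition reaches the set limit but some replicate falls short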;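 also: 0% = DMSO neutral controls and 100% = 20 µM radicicol positive controls; yeast relying on Plasmodium falciparum Hsp90 in place of its own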
E coli growth: bacterial growth inhibition, counter-screen for AddAB inhibitors | E. coli V3065 growth, OD600 absorbance, 18 h | inhibition, % at 11.9 µM | 0.27% of 330,000 active | AID 449728;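 active = inhibition above the campaign's mean inhibition across all tested compounds plus 3 SD, cut at about 9.9% in these data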;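 also: uninfected addAB+ strain grown without phage in ampicillin broth; 0% = DMSO wells and 100% = ciprofloxacin 0.95 µg/ml wells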
DSG3 Ab inh: inhibitors of pemphigus antibody binding to human desmoglein-3. P32926. DSG3-coupled beads, scFv-anti-DSG3-GFP binding, flow cytometry; stronger effect = lower value. binding (percent of control), % at 10 µM. 0.48% of 310,000 active;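 active = binding more than 3 SD below its plate's average and above zero; inconclusive = below that plate limit but binding exactly zero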;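 also: hits lower antibody fragment binding to DSG3; some compounds called inactive have numbers as strong as hits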
phage Ecoli inh: E. coli growth loss with phage present; growth absorbance; inhibition, % at 11.9 µM; 0.26% of 360,000 active; AID 651602; in the data active = inhibition above about 11%
OPRM1-OPRD1 ag: OPRM1-OPRD1 heterodimerization agonism. cells, luminescence. activation, % at 9.3 µM. 0.3% of 340,000 active; in the data active = activation above about 18%;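 also: 0% = vehicle-treated cells and 100% = reference agonist; values of inactives mirror those of a sister screen read the other way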
Starred values were filed as active, the others as inactive; ? = inconclusive; nt = not tested or not shown; & = joins results of further samples.

Value order – phage Ecoli inh | PfHsp90 set2 | OPRM1-OPRD1 ag | OPRM1-OPRD1 inv | E coli growth | Arrestin-AP2 inh | Tat transport | PKA-R1A activ | Mot1-301 SUMO | DSG3 Ab inh | AddAB inh
> COCCn1cc(C(=S)N2CCOCC2)c2ccccc21
    1.8 | 10 | -0.3 | 2 | -1.6 | -4 | 3 | 0 | -1 | 97 | 1.5
> Cc1ccc(NC(=O)CN(C)CC(=O)Nc2ccc(N3CCOCC3)cc2)c(C)c1
    2.6 | -12 | -1.2 | 6 | 0.7 | -2 | -5 | 4 | -24 | 95 | 6.8
> COc1ccc(CN2CCOCCOCCN(Cc3ccc(OC)cc3)CCOCCOCC2)cc1
    2.2 | -15 | -5.0 | 25 | -0.8 | 32 | -6 | -7 | -7 | nt | 0.6
> O=C(NCCc1ccncc1)C(F)(F)F
    2.4 | 9 | -2.4 | 12 | 0.6 | 0 | -9 | -16 | -2 | 93 | -1.4
> O=C(CCCOc1ccccc1)Nc1ccncc1
    4.3 | -3 | -0.9 | 5 | -1.7 | 16 | 4 | -18 | 12 | 103 | -1.2
> C/C(=N\Nc1nc(C)cc(-c2ccccc2)n1)c1ccc(O)cc1
    3.2 | 18 | -0.3 | 2 | -1.6 | -6 | -6 | -4 | 9 | 116 | 1.0
> CCOC(=O)N1CCC(NC(=O)Cn2cccc2C(=O)c2ccccc2C)CC1
    0.6 | -2 | 1.1 | -6 | 0.2 | -2 | 7 | 0 | -11 | 108 | 0.1
> COc1ccc(N(C(=O)COc2cccc(C)c2)S(=O)(=O)c2ccc(C)cc2)cc1
    3.7 | 9 | -0.4 | 2 | -0.2 | -11 | 5 | -13 | -5 | 107 | 1.9
> CCn1c2ccccc2c2cc(/C=N/n3cn[nH]c3=S)ccc21
    2.0 | 4 | 3.4 | -17 | 1.0 | 13 | 8 | -8 | 7 | 107 | 5.0
> Nc1nc(SCC(=O)c2cc3ccccc3o2)n[nH]1
    0.9 | 9 | -1.6 | 11 | 1.3 | 0 | 4 | -9 | 2 | 103 | -2.1
> COc1cccc(C(=O)COC(=O)COc2c(C)cc(C)cc2C)c1
    6.3 | 9 | 1.7 | -7 | 1.6 | -5 | 3 | -11 | 8 | 97 | -0.1
> CCc1ccc(S(=O)(=O)N(C(=O)c2ccncc2)c2ccc(OC(=O)c3ccncc3)cc2)cc1
    1.2 | 101* | -1.2 | 6 | -0.1 | 1 | 3 | -6 | 67 | 104 | 2.4
> CCOC(=O)C1=C(COC(=O)/C=C/c2ccc(Cl)cc2)NC(=O)NC1C (centres undefined)
    1.6 | 11 | -3.0 | 16 | 1.5 | -3 | 4 | -5 | 0 | 102 | 0.9
> Cc1ccc(NC(=O)CCNC(=O)c2ccc(Br)cc2)nc1
    3.5 | -2 | -0.5 | 3 | 2.6 | -4 | -4 | -6 | -3 | 111 | 1.8
> Cc1ccc(S(N)(=O)=O)cc1NC(=O)/C=C/c1ccc2c(c1)OCO2
    1.5 | -1 | -2.2 | 11 | 0.7 | 29 | 4 | 4 | -11 | 104 | 0.9
> CC(c1ccccc1)N1CCn2c(nc3cc(NC(=O)NC4CCCCC4)ccc32)C1 (centres undefined)
    -0.2 | 13 | nt | nt | 0.2 | 7 | -2 | -7 | -7 | 105 | -0.4
> Cc1cc(SCc2ccc([N+](=O)[O-])cc2)nc(=O)[nH]1
    0.8 | -21 | -0.6 | 3 | -3.4 | 19 | -12 | -4 | 342 | 90 | 2.0
> CN1CCN(CCC(=O)Nc2cccc(Br)c2)CC1
    -3.4 | 1 | -3.5 | 18 | 0.4 | 1 | -7 | -4 | 3 | 105 | 0.8
> S=C(NCC1CCCO1)Nc1ccc(Nc2ccccc2)cc1 (centres undefined)
    4.3 | 11 | 0.4 | -2 | -0.6 | 6 | 3 | -11 | -14 | 97 | -2.8
> CCOc1ccccc1CN1CCN(Cc2[nH]c3ccccc3c2C)CC1CCO (centres undefined)
    2.9 | nt | 7.5 | -47 | 2.7 | 0 | -4 | -3 | 8 | 83 | -2.2
> CCOC(=O)c1c(C)[nH]c(C)c1C(=O)COc1ncnc2ccccc12
    3.7 | 4 | -3.6 | 18 | 2.7 | 39 | 5 | -11 | -14 | 101 | 4.2
> CCCc1nn(-c2ccccc2)c2c1C(c1cccs1)C(C#N)=C(N)O2 (centres undefined)
    -0.5 | 15 | 0.2 | -1 | 2.5 | 0 | -6 | 9 | -2 | 122 | 1.1
> O=C(N/N=C/c1cccc(OC(=O)N2CCOCC2)c1)c1cccs1
    1.4 | 2 | 1.0 | -5 | 0.1 | 15 | -4 | -5 | 0 | 99 | 4.1
> CCOCCn1c(CN2CCN(C(c3ccccc3)c3ccccc3)CC2)nc2c1c(=O)n(C)c(=O)n2C
    2.7 | -30 | 0.2 | -1 | -1.7 | 7 | 7 | -3 | 3 | 119 | -2.8
> CC(=O)N(Cc1cc(=O)[nH]c2ccccc12)c1ccccc1C
    0.6 | 7 | -1.6 | 8 | 0.5 | 39 | -9 | -8 | -9 | 95 | -0.3
> CCC(C)(CC(=O)O)CC(=O)Nc1cc(C(F)(F)F)cc(C(F)(F)F)c1 (centres undefined)
    1.5 | 9 | -0.3 | 2 | 5.5 | -11 | 21 | 7 | -4 | 110 | 1.3
> O=C(Nc1ncn[nH]1)c1ccccc1Br
    4.0 | 39 | -2.9 | 15 | 0.3 | 17 | -8 | 5 | -9 | 109 | -0.9
> O=C(COc1ccc(Cl)cc1)N1CCCCC1
    3.0 | 8 | -1.1 | 6 | 1.2 | 22 | -1 | 4 | -5 | 111 | 1.4
> Cc1ccc(Cl)cc1NC(=S)N(CCN(C)C)Cc1cccs1
    3.4 | -31 | -1.3 | 7 | 1.3 | -5 | -9 | -4 | 7 | 102 | 4.6
> COc1ccc(Cc2c(O)nc(SCC(=O)NC34CC5CC(CC(C5)C3)C4)[nH]c2=O)cc1
    3.2&5.2 | 4&3 | -0.2&-1.4 | 1&8 | -0.8&-1.8 | -5&-8 | 4&7 | 2&7 | 32&11 | 106&99 | 0.5&0.5
> O=C1CC(c2ccc(Cl)cc2)n2nc(NS(=O)(=O)c3ccc(F)cc3)nc2N1 (centres undefined)
    4.5 | 6 | -1.2 | 6 | 3.6 | -4 | -1 | -3 | nt | 99 | 2.6
> Cc1c(-c2nc(-c3ccc(C(F)(F)F)cc3)no2)n(C)oc1=O
    2.3 | 0 | nt | nt | -1.1 | 49 | -2 | nt | -2 | 91 | -2.1
> O=C(NN=Cc1cc([N+](=O)[O-])ccc1O)c1cccc2ccccc12
    5.5 | -30 | -3.6 | 16 | nt | -8 | -8 | -9 | nt | 94 | nt
> CC(C)(C)C(=O)Nc1cccc(-c2nc3ccccc3[nH]2)c1
    1.2 | -15 | -2.5 | 14 | -2.4 | -3 | -3 | -2 | -11 | 104 | -0.2
> CC1=C(C(=O)NC2CC(C)(C)Cc3c2cnn3-c2cccc(F)c2)OCCO1 (centres undefined)
    1.5 | 16 | -2.8 | 14 | 0.1 | 53 | 1 | 0 | -22 | 100 | 1.5
> COc1cc(NC(=O)CSc2nc(C)cs2)cc(OC)c1
    0.9 | -8 | -2.1 | 12 | 2.1 | 9 | -1 | -1 | -9 | 100 | 5.7
> Cc1ccc(/C=N/NC(=O)c2c(-c3ccccc3)noc2C)c(O)c1
    0.2 | nt | -1.6 | 9 | -2.3 | -1 | -20 | -3 | 6 | nt | -4.0
> CCCCCOC(=O)Cc1c(O)c2ccccc2n(C)c1=O
    1.7 | ? | -4.2 | 21 | -2.3 | 23 | -7 | -4 | 18 | 101 | -1.2
> CCN(/N=C/C=C/c1ccccc1)c1cc(=O)n(C)c(=O)[nH]1
    2.3 | -1 | -0.7 | 5 | -3.2 | -13 | -9 | 7 | 96 | 101 | 4.2
> Cc1ccc(C(=O)Nc2ccc3c(c2)C(=O)N(CC2CCCO2)C3=O)cc1 (centres undefined)
    5.1 | nt | 2.7 | -15 | 1.6 | 10 | -1 | 3 | 6 | nt | 0.9
> COc1ccc(Cl)cc1NC(=O)COc1cccc(-n2cnnn2)c1
    2.8 | -4 | -0.2 | 1 | -1.0 | -7 | -8 | 2 | -4 | 104 | 2.8
> COc1ccc([N+](=O)[O-])c(OC)c1C(=O)NC(=O)Nc1c(C)cccc1C
    -0.1 | -9 | -1.9 | 9 | -2.2 | 9 | -6 | -9 | 49 | 94 | 0.7

Part of the list above in order of heavy-atom count, low to high:
Value order – phage Ecoli inh | PfHsp90 set2 | OPRM1-OPRD1 ag | OPRM1-OPRD1 inv | E coli growth | Arrestin-AP2 inh | Tat transport | PKA-R1A activ | Mot1-301 SUMO | DSG3 Ab inh | AddAB inh
> CC(C)(C)C(=O)Nc1cccc(-c2nc3ccccc3[nH]2)c1
    1.2 | -15 | -2.5 | 14 | -2.4 | -3 | -3 | -2 | -11 | 104 | -0.2
> O=C(NN=Cc1cc([N+](=O)[O-])ccc1O)c1cccc2ccccc12
    5.5 | -30 | -3.6 | 16 | nt | -8 | -8 | -9 | nt | 94 | nt
> O=C1CC(c2ccc(Cl)cc2)n2nc(NS(=O)(=O)c3ccc(F)cc3)nc2N1 (centres undefined)
    4.5 | 6 | -1.2 | 6 | 3.6 | -4 | -1 | -3 | nt | 99 | 2.6

Structures shown so far with an aryl methoxy group (seven):
Value order – phage Ecoli inh | PfHsp90 set2 | OPRM1-OPRD1 ag | OPRM1-OPRD1 inv | E coli growth | Arrestin-AP2 inh | Tat transport | PKA-R1A activ | Mot1-301 SUMO | DSG3 Ab inh | AddAB inh
> COc1ccc(CN2CCOCCOCCN(Cc3ccc(OC)cc3)CCOCCOCC2)cc1
    2.2 | -15 | -5.0 | 25 | -0.8 | 32 | -6 | -7 | -7 | nt | 0.6
> COc1ccc(N(C(=O)COc2cccc(C)c2)S(=O)(=O)c2ccc(C)cc2)cc1
    3.7 | 9 | -0.4 | 2 | -0.2 | -11 | 5 | -13 | -5 | 107 | 1.9
> COc1cccc(C(=O)COC(=O)COc2c(C)cc(C)cc2C)c1
    6.3 | 9 | 1.7 | -7 | 1.6 | -5 | 3 | -11 | 8 | 97 | -0.1
> COc1ccc(Cc2c(O)nc(SCC(=O)NC34CC5CC(CC(C5)C3)C4)[nH]c2=O)cc1
    3.2&5.2 | 4&3 | -0.2&-1.4 | 1&8 | -0.8&-1.8 | -5&-8 | 4&7 | 2&7 | 32&11 | 106&99 | 0.5&0.5
> COc1cc(NC(=O)CSc2nc(C)cs2)cc(OC)c1
    0.9 | -8 | -2.1 | 12 | 2.1 | 9 | -1 | -1 | -9 | 100 | 5.7
> COc1ccc(Cl)cc1NC(=O)COc1cccc(-n2cnnn2)c1
    2.8 | -4 | -0.2 | 1 | -1.0 | -7 | -8 | 2 | -4 | 104 | 2.8
> COc1ccc([N+](=O)[O-])c(OC)c1C(=O)NC(=O)Nc1c(C)cccc1C
    -0.1 | -9 | -1.9 | 9 | -2.2 | 9 | -6 | -9 | 49 | 94 | 0.7

Screening results: PubChem, several laboratories
